HP1b binding inh: HTS for Inhibitors of HP1-beta Chromodomain Interactions with Methylated Histone Tails; Chromobox protein homolog 1 (Homo sapiens), P83916; AlphaScreen HP1-beta / biotin-H3K9me3 peptide binding; Potency, µM (highest dose often 114 µM), for inactives: top-dose activity change, negative = inhibition, hits mostly inhibitors; actives 0.56% (n = 390,000); AID 540317, 2011; further: potency means the concentration at half of the fitted maximal effect; nearly all actives have a fitted effect of over 70% in size; inactives centre near 23
Target sequence (P83916 whole entry, looked up): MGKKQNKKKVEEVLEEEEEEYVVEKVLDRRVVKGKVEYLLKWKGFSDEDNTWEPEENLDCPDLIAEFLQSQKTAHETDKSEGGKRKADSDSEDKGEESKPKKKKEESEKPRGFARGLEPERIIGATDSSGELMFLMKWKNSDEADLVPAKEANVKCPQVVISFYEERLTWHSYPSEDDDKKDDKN
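HP1-beta protein (50 nM final) preincubated 30 min at room temperature with biotinylated H3(1-18)K9me3 peptide (50 nM) in PBS pH 7.4, 0.01% Tween-20, then compound added for 30 min. AlphaScreen streptavidin donor/nickel chelate acceptor beads (10 ug/mL final), 30 min dark, luminescence read.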
PI4K2A inh: qHTS for small molecular inhibitors of PI4K2A; purified PI4K2A, ADP-Glo luminescence, 1 h; hits give low values; activity change, negative = inhibition, % at 76.9 µM; actives 0.13% (n = 420,000); AID 1346378, 2018; in the data active means activity change below about -50%; inconclusive means mostly about -30% to -49%;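 further: -100% = wells without enzyme as full effect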
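Compounds are screened against recombinant PI4K2A using PI as substrate and ATP, the latter dispensed at 300 microM. Reactions run one hour at ambient temperature before ADP-Glo detection; full inhibition defined by wells lacking enzyme.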
ERG Ets-DNA blk: qHTS for Small Molecule Inhibitors of the ERG Ets/DNA interaction. Transcriptional regulator ERG (Homo sapiens), P11308. fluorescence polarization, His-ERG Ets domain / labelled DNA. Potency, µM (series often up to 76.9 µM), inactives show at the highest dose FP activity, negative = inhibition, most hits filed as inhibitors. actives 0.028% (n = 370,000). AID 624246, 2012; active means well fitted inhibition curve with a large enough effect in the polarisation, with a control signal flat; inconclusive means small, poorly fitted or top-dose-only effect, or effect the other way, or a change in a side signal; inactive means no such curve, though single readings can be large or run the other way; the % refers to the polarisation;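 further: polarization taken with two DNA probes labelled with fluorescein and Texas red; potency means the concentration at half of the fitted maximal effect; % of control where 0% means no effect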
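His-tagged ERG Ets domain (1 uM in the protein solution; 300mM KCl, 50mM Tris-HCl, 1mM EDTA, 1mM DTT, pH 7.5) received compound, then a probe mix of 5 nM fluorescein-DNA and 100nM Texas-615-DNA. Fluorescence polarization was read for both dyes.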
Tb PGK inh: qHTS Assay to Find Inhibitors of Phosphoglycerate Kinase | Potency, µM (doses to about 57.5 µM), without a hit: top-dose activity change, negative = inhibition, hits mostly inhibitors | actives 0.043% (n = 380,000) | PGK/GAPDH coupled, Kinase-Glo luminescence, 60 min; further: potency means the concentration at half of the fitted maximal effect; on the % scale 0 is the no-effect control and ±100 the full control effect; nearly all actives have a fitted effect of over 60% in size
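Luminescent ATP detection (Kinase-Glo Plus) follows a 60-minute room-temperature incubation, with wells lacking PGK as controls. Buffer: 100 mM TEA (pH 7.6), 5 mM MgCl2, 0.01% Tween-20. Coupling enzyme GAPDH (100 nM final) supplies unstable 1,3-BPG in-well.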
JMJD2A Tudor inh: qHTS Assay for Inhibitors of JMJD2A-Tudor Domain | Lysine-specific demethylase 4A (Homo sapiens), O75164 | AlphaScreen JMJD2A-Tudor / H3K4me3 peptide binding | Potency, µM (series often up to 114 µM), for inactives: top-dose activity change, negative = inhibition, actives largely listed as inhibitors | actives 4.4% (n = 390,000) | AID 504339, 2011; further: potency means the concentration at half of the fitted maximal effect; on the % scale 0 is the no-effect control and ±100 the full control effect; nearly all actives have a fitted effect of over 50% in size
GLS inh: qHTS for Inhibitors of Glutaminase (GLS). Glutaminase kidney isoform, mitochondrial (Homo sapiens), O94925. GLS enzymatic activity, qHTS titration. Potency, µM (titrated, usually from 45.5 µM), for the others: at the top dose activity change, negative = inhibition, actives largely listed as inhibitors. actives 0.21% (n = 410,000). AID 624170, 2012; further: potency means the concentration at half of the fitted maximal effect; on the % scale 0 is the no-effect control and ±100 the full control effect
Target sequence (O94925 whole entry, looked up, canonical isoform): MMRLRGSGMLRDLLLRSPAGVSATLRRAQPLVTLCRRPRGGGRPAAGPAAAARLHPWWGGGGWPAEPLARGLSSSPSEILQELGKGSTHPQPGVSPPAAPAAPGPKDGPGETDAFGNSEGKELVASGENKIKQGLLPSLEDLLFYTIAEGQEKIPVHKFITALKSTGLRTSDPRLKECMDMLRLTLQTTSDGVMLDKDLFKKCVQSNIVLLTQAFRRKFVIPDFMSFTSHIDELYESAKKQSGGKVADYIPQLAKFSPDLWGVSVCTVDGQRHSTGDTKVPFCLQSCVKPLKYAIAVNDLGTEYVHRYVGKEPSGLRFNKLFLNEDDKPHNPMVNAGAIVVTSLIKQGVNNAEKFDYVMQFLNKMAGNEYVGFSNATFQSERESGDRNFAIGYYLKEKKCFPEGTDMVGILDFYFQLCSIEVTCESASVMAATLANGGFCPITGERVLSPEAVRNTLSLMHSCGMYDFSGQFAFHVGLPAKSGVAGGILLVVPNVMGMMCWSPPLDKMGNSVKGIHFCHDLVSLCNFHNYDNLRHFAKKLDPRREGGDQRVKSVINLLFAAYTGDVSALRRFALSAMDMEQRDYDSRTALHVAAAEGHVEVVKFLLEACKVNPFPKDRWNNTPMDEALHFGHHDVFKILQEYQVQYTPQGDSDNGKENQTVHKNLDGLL
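hKGA; 45 mM KH2PO4 pH 8.2 + 0.02% Tween-20; cpd via pin tool; 1 mM Gln soln; GluOx/HRP/Amplex Red; RT 30 min; fluor. t0 & final.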
BAZ2B inh: qHTS Assay for Inhibitors of BAZ2B. Bromodomain adjacent to zinc finger domain protein 2B (Homo sapiens), Q9UIF8. AlphaScreen BAZ2B-H3K14Ac peptide displacement. Potency, µM (series often up to 114 µM), inactives show top-dose activity change, negative = inhibition, actives largely listed as inhibitors. actives 4.4% (n = 360,000). AID 504333, 2011; further: potency means the concentration at half of the fitted maximal effect; on the % scale 0 is the no-effect control and ±100 the full control effect; nearly all actives have a fitted effect of over 60% in size
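BAZ2B (50 nM) with biotin-H3(5-23)K14Ac peptide (50 nM) in PBS pH 7.4, 0.01% Tween-20, preformed 30 min, then compound 30 min at room temperature; top concentration 110uM. AlphaScreen streptavidin donor/nickel chelate acceptor beads (10 ug/mL final), 20 min dark, signal read.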
Pin1 inh: qHTS Assay to Find Inhibitors of Pin1 | actives 0.009% (n = 390,000) | Peptidyl-prolyl cis-trans isomerase NIMA-interacting 1 (Homo sapiens), Q13526 | AID 504891, 2011 | Potency, µM (top dose mostly 115 µM), inactives show at the top dose activity, negative = inhibition, usual class: inhibitors | Pin1 FP peptide displacement, HiFluor488, 10 min; active means well fitted inhibition curve with a large enough effect in the polarisation, with a control signal flat, not every such curve was filed as active; inconclusive means small, poorly fitted or top-dose-only effect, or effect the other way, or a change in a side signal; inactive means no such curve, though single readings can be large or run the other way; the % refers to the polarisation; further: potency means the concentration at half of the fitted maximal effect; on the % scale 0 is the no-effect control and ±100 the full control effect
Target sequence (Q13526 whole entry, looked up): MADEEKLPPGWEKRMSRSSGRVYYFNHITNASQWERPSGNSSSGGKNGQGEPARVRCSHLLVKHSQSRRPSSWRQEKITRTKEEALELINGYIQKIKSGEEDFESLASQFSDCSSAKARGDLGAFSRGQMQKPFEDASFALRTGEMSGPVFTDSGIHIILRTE
G9a block: qHTS Assay for Inhibitors of Histone Lysine Methyltransferase G9a | Histone-lysine N-methyltransferase EHMT2 (Homo sapiens), Q96KQ7 | G9a H3K9 monomethylation, AlphaScreen, 2 h | Potency, µM (highest dose often 102 µM), for the others: top-dose activity, negative = inhibition, actives largely listed as inhibitors | AID 504332, 2011 | actives 8.8% (n = 350,000); further: potency means the concentration at half of the fitted maximal effect; on the % scale 0 is the no-effect control and ±100 the full control effect; nearly all actives have a fitted effect of over 75% in size
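Quantitative HTS format: methyltransferase activity on a biotin-tagged H3K9 peptide is measured by AlphaScreen, using a rabbit anti-monomethyl-H3K9 antibody with streptavidin donor and anti-IgG acceptor beads. Final levels are 20 nM enzyme, 500 nM peptide, 20 uM SAM; 2 h RT.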
Active calls of the source: *; i = inactive; u = inconclusive; x = no result given; & = joins results of further samples; [ ] = another dose, or the depositor's remark. Unless noted, the call rests on the fitted dose curve; in most records, active means well fitted curve in the direction sought with a large enough effect; inconclusive means small, poorly fitted or top-dose-only effect, or another doubt; inactive means no such curve, though single readings can be large; an effect the other way counts as inactive or inconclusive.

Under each structure – HP1b binding inh, PI4K2A inh, ERG Ets-DNA blk, Tb PGK inh, JMJD2A Tudor inh, GLS inh, BAZ2B inh, Pin1 inh, G9a block
> O=C(c1ccc2c(c1)OCO2)N(c1ccc(Br)cc1)C1C=CS(=O)(=O)C1 (stereo unspecified)
  32%, -5, 9%, -4%, -19%, 1%, -15%, u, 31%
> CCOCC(=O)Nc1nc2ccc(OCC)cc2s1
  19%, -21, -16%, -9%, -15%, 12%, 0%, u, -25%[12.7 µM]
> COc1ccccc1-c1noc(-c2ccccc2)n1
  69%[activator], -1, -1%, i, 30%, 0%, 101%[activator], 6%, 42%[12.7 µM]
> CCOc1ccc(N2CC(C(=O)NC3CCSC3=O)CC2=O)cc1 (stereo unspecified)
  9%, 3, -8%, 5%, -9%, 2%, -2%, -5%, -11%[59 µM]
> O=C(NCCCN1CCOCC1)c1ccc2c(c1)N(Cc1cccc(F)c1)C(=O)c1ccccc1S2
  47%[activator], 2, 18%, -4%, 0%, -7%, u, 37%[activator], x
> COc1ccc(CCCC(=O)O)c(C)c1
  9%, 1, -9%, -2%, -14%, -1%, -3%, -2%, 2%[59 µM]
> COc1ccc(C(=O)COC(=O)c2cc3ccccc3oc2=O)c(OC)c1
  0%, -2, 5%, -2%, -18%, 0%, -6%, -2%, 10%[0.501 µM]
> Cc1cc(C)c(C#N)c(SCC(=O)N2CCCCC2)n1
  7%, 1, -6%, 3%, u, -1%, 0%, -7%, 14µM*
> O=C(NCCCN1CCOCC1)C1CCC(=O)N1C1CCCCC1 (stereo unspecified)
  21%, 5, 7%, 20%, -4%, -9%, 7%, -3%, 15%
> COc1ccc(NC(=S)NCCc2ccc(Cl)cc2)c(OC)c1
  -2%, 8, 4%, i, -35%, 21%, u, -10%, -29%
> O=[N+]([O-])c1ccc(CN2CCOCCOCCOCC2)cc1
  27%, -2, -7%, i, -15%, -1%, -4%, 4%, u
> CCN(CC)CCN(C(=O)CCOc1ccccc1)c1nc2ccc(F)cc2s1
  43%[activator], 7, -13%, -7%, -17%, -6%, x, -3%, u
> Cc1ccccc1Cc1c(C)nc2ncnn2c1C
  21%, -1, -1%, 0%, -6%, 9%, 4%, -14%, 9%[59 µM]
> O=C(COC(=O)CCSc1ccccc1)Nc1ccc(F)cc1Cl
  99%[activator], 1, 0%, 0%, 47%[activator], -2%, 46%[activator], 0%, 42%[59 µM]
> N#CC1(C#N)C(c2ccccc2)OC23CCCCC2C1(C#N)C(=N)O3 (stereo unspecified)
  33%, 0, u, 0%, -33%, -2%, -6%, u, -1%[59 µM]
> O=C(CSc1nc(=O)n(CCN2CCOCC2)c2c1CCC2)Nc1cccc(Cl)c1
  24%, 0, 10%, -6%, -5%, -1%, -1%, -7%, 0%[59 µM]
> CC(C)(C)OC(=O)N1CCC(c2c(C(=O)NCCCN3CCc4ccccc4C3)cnn2-c2ccccc2)CC1
  -13%, 2, 13%, -10%, -30%, -5%, 1%[57.1 µM], -4%, -35%[59 µM]
> Cc1ccccc1CNC(=O)CCC(=O)N1CCOc2ccccc21
  28%, -7, -7%, -6%, -12%, 2%, -9%, -5%, 26%
> C=CCSc1nc2c(c(=O)[nH]c(=O)n2C)n1C/C=C(/C)Cl
  57%[activator], -5, -4%, -3%, -6%[57.1 µM], -1%, 11%, -5%, 16%[59 µM]
> CCN(CC)c1ccc(Nc2nc(Cl)ncc2Br)cc1
  u, 0, -7%, -5%, 28µM*, 37%[activator], 35µM*, -4%, 10µM*
> CC(C)CNC(=S)NC1CC2CCCC(C1)N2Cc1cccs1 (stereo unspecified)
  8%, -2, x, -4%[11.5 µM], -17%, 13%, 2%, 2%, -29%[59 µM]
> CC/C(=N\NC(=O)c1c[nH]c2ccccc12)c1cccs1
  -2%, -4, x, -4%, -10%, 21%, 17%, -1%, -31%
> CCOC(=O)CC1=NN(c2ccccc2)C(=O)/C1=C\c1ccc(OC)cc1OC
  16µM*, -1, 1%, 6%, 14µM*, u, 11µM*, -18%, 10µM*
> Cc1ccc(Oc2nc(-c3cccnc3)nc3ccccc23)c([N+](=O)[O-])n1
  6%, 4, -4%, -4%, -13%, 36%[activator], -3%, 5%, 5%
> Cc1ccc(NC(=O)C[n+]2ccccc2)cc1[N+](=O)[O-]
  10%, 5, -5%, -3%, -15%[57.1 µM], 7%, 4%, 2%, 46%
> N=c1c[n+](-c2ccc(Cl)cc2)[n-]o1
  48%[activator], 2, 5%, -7%, -22%, 1%, 4%, -3%, 10%[2.33 µM]
> Cc1ccc(CS(=O)(=O)c2ccccc2-c2nnc(-c3ccc(Cl)cc3)o2)cc1
  22%, 1, 0%, -5%, -7%, -5%, -1%, 2%, -1%
> CCOC(=O)C(NC(=O)c1ccccc1F)(Nc1cc(C)on1)C(F)(F)F (stereo unspecified)
  32%, 0, 2%, -5%, -12%, 0%, 4%, 0%, -9%
> COc1ccc(S(=O)(=O)Nc2cc(S(=O)(=O)c3ccccc3)c(O)c(C)c2C)cc1
  14%, -1, 0%, -9%, -10%, -1%, -8%, -1%, -43%[59 µM]
> CN(C)S(=O)(=O)c1ccc(Cl)c(NC(=O)CN2CCN(c3ccccn3)CC2)c1
  18%, 1, 9%, i, -20%, -7%, -12%, -3%, -8%
> COc1ccc(S(=O)(=O)N2Cc3ccccc3CC2C(=O)Nc2nccs2)cc1 (stereo unspecified)
  44%[activator], 1, 3%, i, -22%, 6%, -11%, 19%, 4%[12.7 µM]
> CN1CCN(c2c(F)cc3c(=O)c(C(=O)O)cn4c3c2OCN4C)CC1
  48%[activator], 0, -25%, -2%, 6%, -3%&1%, -25%, -9%, 11%[59 µM]
> COCc1cc(C)nc(SCc2ccc(Cl)cc2)c1C#N
  139%[activator], -1, -2%, 2%, 189%[activator], -7%, 161%[activator], -3%, x
> COc1ccc(CNC(=O)c2cc3c(-c4ccc(Cl)cc4)nn(C)c3s2)cc1
  35%, -12, -6%, i, 7%, -13%, x, 4%, 10%[59 µM]
> O=C(Nc1cc(Cl)ccc1N1CCOCC1)c1ccc(N2CCCC2=O)cc1
  9%, -2, -6%, -4%, -8%, 0%, -5%, -5%, -17%
> CS(=O)(=O)NCCSCc1ccco1
  11%, -3, x, u, u, -16%, -32%, u, u
> Cc1ccc2c(CC(=O)NCCc3ccc(S(N)(=O)=O)cc3)coc2c1
  16%, -1, 3%, -6%, 45µM*, -2%, -12%, 1%, 26%[12.7 µM]
> C=CCOC(=O)C1=C(C)NC(=O)NC1c1ccc(OCC)cc1 (stereo unspecified)
  10%, -8, 1%, -6%, -7%, -4%, -10%, 4%, 5%
> CCOC(=O)Nc1cc(NC(=O)OCC)ncn1
  14%, 0, 5%, -2%, -9%, 3%, x, -3%, x
> COc1ccc2c(COC(=O)CNC(=O)C34CC5CC(CC(C5)C3)C4)cc(=O)oc2c1
  16%, 0, 0%, -7%, -17%, 1%, -20%, 16%, 20%[59 µM]
> Cc1cc(C)n(CCc2nc3c4ccccc4nc(SCc4ccc(Cl)cc4)n3n2)n1
  -6%, 1, -3%, -6%, -23%, -2%, -2%, 6%, 1%[59 µM]
> O=C(Nc1ccc(F)c(Cl)c1)C1CCN(C(=O)c2ccc(F)cc2)CC1
  36%, -1, 1%, -5%, 1%, 1%, 0%, -9%, -23%[59 µM]
> CCOC(=O)Cc1nnc(NC(=O)Nc2ccccc2)s1
  31%, -4, -3%, i, -5%, -1%, 0%, -1%, -12%
> CC(=O)c1cccc(NS(=O)(=O)c2c(C(=O)N3CCCCCC3)c(C)n(C)c2C)c1
  -16%, 4, 2%, -2%, -27%, -1%, -11%, 2%, 6%[59 µM]
> COc1ccc(CCN(C)C(=O)Cn2c(=O)oc3ccccc32)cc1OC
  -16%, 2, 37%[activator], 3%, -2%, 12%, -2%, 2%, 21%[59 µM]
> COC(=O)c1ccc(CSC2=NC[C@@H]3[C@@H]4C(=O)N(C)C(=O)[C@@H]4[C@](Cc4ccccc4)(C(=O)OC)N23)cc1
  29%, 8, -11%, -2%, -32%, -8%, x, -2%, x
> COCCNC(=S)N1CCN(c2cccc(C(F)(F)F)c2)CC1
  1%, -2, -5%, -10%, -32%, 1%, -6%, -5%, -4%
> O=C(Nc1cc(C(F)(F)F)ccc1F)C1CCCCC1
  50%[activator], -1, -1%, i, 5%, 2%, 16%, 0%, -34%[59 µM]
> O=C(O)C1=C[C@H](C2CC2)C[C@H](OCCCCO)O1
  38%[activator], 2, 8%, -7%, 4%, -9%, -7%, -10%, -106%[59 µM]
> COc1ccc2c(c1OC)C(=O)OC2Nc1nc(-c2cc3cc([N+](=O)[O-])ccc3oc2=O)cs1 (stereo unspecified)
  -9%, 3, 10%, -17%, -11%, 17%, 2%, u, -17%[59 µM]

Screening data (PubChem)
